# Source: PubChem
# RORgamma inh – qHTS for inhibitors of ROR gamma transcriptional activity. Drosophila S2 Gal4-RORgamma UAS-luciferase reporter, 20 h. Potency, µM (series often up to 53.6 µM), for inactives: at the top dose activity change, negative = inhibition, most hits filed as inhibitors. 5.4% of 310,000 active. AID 2551, 2010; further: potency means the concentration at half of the fitted maximal effect; on the % scale 0 is the no-effect control and ±100 the full control effect; nearly all actives have a fitted effect of over 60% in size
# Target sequence (P51450 whole entry, looked up, the tested form may be a part): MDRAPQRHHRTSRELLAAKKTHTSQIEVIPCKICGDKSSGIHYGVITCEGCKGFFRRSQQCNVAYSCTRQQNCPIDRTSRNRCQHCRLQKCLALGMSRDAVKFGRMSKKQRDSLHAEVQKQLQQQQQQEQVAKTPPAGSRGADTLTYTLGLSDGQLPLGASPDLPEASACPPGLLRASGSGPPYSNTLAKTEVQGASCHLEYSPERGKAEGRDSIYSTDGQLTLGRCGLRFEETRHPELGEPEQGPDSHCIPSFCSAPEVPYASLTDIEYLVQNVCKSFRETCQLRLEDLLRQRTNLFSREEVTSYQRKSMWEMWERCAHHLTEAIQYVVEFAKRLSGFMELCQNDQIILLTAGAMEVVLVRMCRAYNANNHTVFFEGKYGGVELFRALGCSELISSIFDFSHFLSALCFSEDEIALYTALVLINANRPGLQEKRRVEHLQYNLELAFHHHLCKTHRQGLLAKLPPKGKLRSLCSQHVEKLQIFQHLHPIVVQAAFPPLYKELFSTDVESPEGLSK
#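 Using a luciferase readout, inhibitors were identified by reduced reporter activity in Drosophila cells coexpressing a copper-inducible Gal4–ROR gamma fusion and UAS-driven Photinus luciferase, incubated 20 hr after 700 uM copper sulfate.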
# uPA surface inh – qHTS for Inhibitors of Cell Surface uPA Generation; cell surface uPA generation assay, qHTS; Potency, µM (doses to about 38.3 µM), for the others: top-dose activity change, negative = inhibition, actives largely listed as inhibitors; 0.31% of 330,000 active; AID 540303, 2011; active means well fitted inhibition curve with a large enough effect; inconclusive means small, poorly fitted or top-dose-only effect; inactive means no such curve, though single readings can be large or run the other way; tested in mouse RAW 264.7 cells; further: potency means the concentration at half of the fitted maximal effect; on the % scale 0 is the no-effect control and ±100 the full control effect; nearly all actives have a fitted effect of over 55% in size
# FLuc modulator – qHTS profiling assay for firefly luciferase inhibitor/activator using purifed enzyme and Km concentrations of substrates (counterscreen for miR-21 project); 6.9% of 360,000 active; Potency, µM (highest dose often 57.5 µM), for inactives: top-dose activity change, negative = inhibition, most hits filed as inhibitors; purified FLuc, Km substrates, luminescence inhibition; AID 588342, 2011;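 further: potency means the concentration at half of the fitted maximal effect; plate controls were vehicle for no effect and reference inhibitor for full effect; nearly all actives have a fitted effect of over 55% in size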
#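 Purified P. pyralis luciferase (10nM final) with 10uM D-luciferin and 10uM ATP (Km levels) in 50mM Tris acetate pH 7.5, 10mM Mg acetate, 0.01% Tween-20, 0.05% BSA; qHTS 6-point titration, ~60 µM downward; luminescence read.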
# FBPA coupling cs – qHTS Assay for Inhibitors of Fructose-1,6-bisphosphate Aldolase from Giardia Lamblia: Coupling assay counterscreen | coupling enzyme system counterscreen, AmpLite Red fluorescence | activity change, negative = inhibition, % at 58.2 µM, hits read low | 0.67% of 290,000 active | AID 2472, 2010; in the data active means activity change below about -30%; further: on the % scale 0 is the no-effect control and ±100 the full control effect
#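 First, compound is pin-transferred into glyceraldehyde-3-phosphate coupling-enzyme reagent at 57.5 uM final and held 10 min at RT. Next, substrate, coupling system and AmpLite Red are added. After 20 min RT, fluorescence (525/598 nm) is read.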
# Giardia kill – Small Molecules that selectively kill Giardia lamblia: qHTS; Giardia lamblia trophozoite viability; activity change, % at 7.66 µM, hits read low; 0.15% of 340,000 active; AID 540267, 2011; in the data active means activity change below about -80%; inconclusive means between about -30% and that limit;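 further: parasites exposed to compound for two days anaerobically before the ATP read; on the % scale 0 is the no-effect control and ±100 the full control effect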
#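 Killing of trophozoites was scored by loss of ATP luminescence after a 48 hrs anaerobic exposure to compounds at 37 deg C, using 100 cells per well.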
# Rab9 promoter act – qHTS Assay for Rab9 Promoter Activators. 2.8% of 320,000 active. Potency, µM (doses to about 9.22 µM), for inactives: top-dose activation, negative = inhibition, actives largely listed as activators. Huh7 Rab9 promoter-luciferase reporter, luminescence, 24 h; further: potency means the concentration at half of the fitted maximal effect; % of control where 0% means no effect; nearly all actives have a fitted effect of over 60% in size
#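 Huh7 cells stably carrying a Rab9 promoter-luciferase reporter, 1500 cells per well in OP-MEM I with 10% FBS, treated with compound 24 hours at 37C. Luciferase activity read by luminescence after 10 minutes with Amplite reagent.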
# VP16 counter – VP16 counterscreen qHTS for inhibitors of ROR gamma transcriptional activity | Drosophila S2 Gal4-VP16 UAS-luciferase, luminescence, 20 h | Potency, µM (doses to about 53.6 µM), inactives show at the top dose activity, negative = inhibition, actives largely listed as inhibitors | 3.5% of 310,000 active;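 further: Gal4-VP16 expression switched on by copper sulfate through the metallothionein promoter; potency means the concentration at half of the fitted maximal effect; on the % scale 0 is the no-effect control and ±100 the full control effect; nearly all actives have a fitted effect of over 50% in size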
# KCNH2 3.1 inh – qHTS for Inhibitors of KCHN2 3.1: Mutant qHTS. activity change, % (tested at about 1.8 µM). U2OS KCNH2 3.1, thallium flux FluxOr; stronger effect = lower value. 0.95% of 340,000 active. Potassium voltage-gated channel subfamily H member 2, brain isoform KCNH2 3.1 (human);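 active means maximum activity change below -70%; inconclusive means maximum activity change from -70% to -50%; inactive means maximum activity change above -50%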;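 further: thallium influx rate constant from kinetic fluorescence after stimulation buffer; on the % scale 0 is the no-effect control and ±100 the full control effect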
#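 Virally transduced U2OS (3.1 isoform, 4 h infection in dark at RT) → overnight 37 C → FluxOr + Red40 in HBSS/HEPES, 45 min → stimulation buffer, 2 min kinetic read → rate constant vs DMSO controls.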
# Tb PFK block – qHTS Assay to Find Inhibitors of T. brucei phosphofructokinase | ATP-dependent 6-phosphofructokinase (Trypanosoma brucei brucei), O15648 | T. brucei PFK, ADP-Glo luminescence | Potency, µM (top dose mostly 57.5 µM), for inactives: top-dose activity, negative = inhibition, most hits filed as inhibitors | 0.17% of 330,000 active | AID 485367, 2010;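 further: potency means the concentration at half of the fitted maximal effect; 0% = uninhibited 1x PFK enzyme wells and -100% = no-enzyme wells; nearly all actives have a fitted effect of over 60% in size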
# Target sequence (O15648 whole entry, looked up): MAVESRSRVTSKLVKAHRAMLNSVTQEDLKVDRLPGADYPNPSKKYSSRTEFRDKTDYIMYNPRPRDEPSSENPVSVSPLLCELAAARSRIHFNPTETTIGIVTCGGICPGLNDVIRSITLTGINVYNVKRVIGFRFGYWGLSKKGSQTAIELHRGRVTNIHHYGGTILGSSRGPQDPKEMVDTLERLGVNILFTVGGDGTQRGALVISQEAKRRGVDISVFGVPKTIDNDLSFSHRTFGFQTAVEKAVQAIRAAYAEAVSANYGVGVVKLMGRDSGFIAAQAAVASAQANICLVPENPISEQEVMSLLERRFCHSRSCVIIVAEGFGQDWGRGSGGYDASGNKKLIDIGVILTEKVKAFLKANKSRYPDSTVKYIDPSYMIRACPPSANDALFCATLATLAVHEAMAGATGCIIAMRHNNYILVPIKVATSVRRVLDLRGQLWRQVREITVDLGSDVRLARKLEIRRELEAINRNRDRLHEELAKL
#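 ADP-Glo luminescence quantified ADP after 45 min at room temperature, with 1.25 nM T. brucei PFK, 0.1 mM ATP and 0.5 mM fructose-6-phosphate in pH 8.0 TEA buffer. qHTS titrations up to 57 µM; curves classified by quality.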
# NPC1 promoter act – qHTS Assay for NPC1 Promoter Activators. Huh7 NPC1 promoter luciferase reporter, 24 h. Potency, µM (doses to about 9.22 µM), for the others: top-dose activation, most hits filed as activators. 2.4% of 320,000 active. AID 485313, 2010;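 further: potency means the concentration at half of the fitted maximal effect; % of control where 0% means no effect; nearly all actives have a fitted effect of over 60% in size; reporter is driven by a mutant NPC1 promoter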
#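 Readout is luciferase luminescence, reflecting NPC1 promoter activation in stably transfected Huh7 cells after 24 h compound exposure at 37 °C in reduced-serum medium with 10% FBS.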
# ELG1 genotox – qHTS screen for small molecules that induce genotoxicity in human embryonic kidney (HEK293T) cells expressing luciferase-tagged ELG1 | HEK293T ELG1-luciferase reporter, luminescence, 16 h | Potency, µM (highest dose often 46 µM), without a hit: at the top dose activity change, positive = activation, usual class: activators | 1.3% of 330,000 active | AID 504466, 2011; further: potency means the concentration at half of the fitted maximal effect; % of control where 0% means no effect; nearly all actives have a fitted effect of over 60% in size
#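 Reporter readout depends on ELG1 protein level, which increases with genetic stress. After 16 hr compound exposure at 37 °C, luciferase activity was quantified using ONE-Glo.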
# * marks the source's active call; other numbers are inactive results; ? = inconclusive; . = not tested or not shown; [ ] = another dose, or the depositor's remark. Unless noted, the call rests on the fitted dose curve; in most records, active means well fitted curve in the direction sought with a large enough effect; inconclusive means small, poorly fitted or top-dose-only effect, or another doubt; inactive means no such curve, though single readings can be large; an effect the other way counts as inactive or inconclusive.
Molecule	RORgamma inh	uPA surface inh	FLuc modulator	FBPA coupling cs	Giardia kill	Rab9 promoter act	VP16 counter	KCNH2 3.1 inh	Tb PFK block	NPC1 promoter act	ELG1 genotox
CCCCN(C(=O)Oc1ccccc1)C1CCS(=O)(=O)C1 (configuration not stated)	?	-1.7%	-1.5%	1.7	14.2	1.9%	-8.8%	1.0	-4.7%	-7.1%	-0.2%
Cn1c(O)c(C(=N)COc2ccccc2)c(=O)n(C)c1=O	27.2%	.	-10.5%	-0.2	8.5	-1.1%	-5.8%	-1.1	-2.5%	-0.9%	-1.3%
O=c1[nH]c(=O)n(C2CCCCC2)c(O)c1/C=C/C=Nc1ccccc1	-20.7%	-2.7%	-1.2%	2.9	13.0	-3.5%	-22.3%	-5.1	-0.2%	-7.6%	0.9%
CCC(=NCCOc1ccc(Cl)cc1)c1c(O)n(C)c(=O)n(C)c1=O	?	10.5%	-1.2%	1.3	11.3	-6.3%	?	13.7	0.0%	-0.8%	-2.4%
Cc1ccc(N2C(=O)NC(=O)C3(Cc4ccccc4N4CCN(c5ccccc5)CC43)C2=O)cc1 (configuration not stated)	?	.	-2.5%	-3.0	-1.1	7.9%	3.7%	-3.7	-1.8%	-2.0%	0.0%
COc1cccc(/C=N/NC(=O)c2c(C)nc3ccc(Br)cn23)c1	14.1µM*	-18.4%	-19.8%	-33.1*	-11.3	-5.6%	?	3.9	3.0%	-2.5%	-10.4%
COc1cc2c(cc1OC)CN(c1ccc([N+](=O)[O-])c(C(F)(F)F)c1)CC2	?	-7.6%	0.7%	-1.1	?	1.5%	?	-4.6	?	5.8%	1.7%
CC12CN3CCN(C1)CC(C)(C3)C2=NO	-22.7%	11.8%	-1.0%	2.5	1.8	1.8%	-3.7%	20.8	0.8%	-2.1%	-1.1%
COc1cccc(CC(=O)N(C)C2CCCN(Cc3ccccc3F)C2)c1 (configuration not stated)	5.9%	6.0%	-2.0%	1.6	-5.5	1.2%	1.4%	2.4	-10.9%	-1.3%	-2.1%
CCN(CC)c1ccc(C=C2C(=O)NC(=S)NC2=O)cc1	41.0%	-4.1%	19µM*	-26.1	-4.8	-8.9%	14.1%	-12.2	?	-5.1%	?
CC1NCCC2(O)CCCCC12 (configuration not stated)	-1.5%	15.9%	0.2%	-0.7	16.4	2.2%	-20.2%	-10.8	-0.1%	0.2%	-0.4%
COC(=O)C1=C(c2ccc(-c3ccccc3)c(F)c2)C[C@@H]2CC[C@H]1N2C(=O)NCCCOC(C)C	.	12.8%	3.5%	.	-9.4	1.7%	.	4.3	-0.6%	1.1%	-1.5%
Brc1ccc(C2N3CCCN23)cc1 (configuration not stated)	-4.3%	1.2%	1.2%	4.8	7.2	2.8%	-10.8%	-2.8	-0.1%	-4.9%	1.5%
Cc1ccc(N(C)C(=O)Oc2cccc3ccc(C)nc23)cc1	15.2%	1.8%	-1.6%	.	-5.4	-11.4%	-2.9%	0.3	0.9%	9.3%	-1.3%
CCOc1cccc(N2C(=O)/C(=C/c3ccco3)C(=O)NC2=S)c1	0.1%	-2.2%	21.3µM*	2.7	?	-9.3%	-1.2%	9.0	?	-1.2%	4.5%
COc1ccc(Br)cc1CNCCc1cccc(Cl)c1	-25.2%	1.6%	0.6%	-2.1	-1.4	-0.4%	-7.9%	-42.7	-8.3%	-8.1%	-5.1%
O=C(COc1ccccc1[N+](=O)[O-])Nc1cccc(S(=O)(=O)NC2=NCCCCC2)c1	.	-10.5%	?	.	-2.3	1.7%	.	-2.4	?	-1.0%	-6.4%
C=CCn1c(O)c(C(C)=Nc2ccc(N(CC)CC)cc2)c(=O)[nH]c1=O	-3.3%	.	2.9%	4.6	-1.7	-22.5%	-2.9%	18.3	-2.0%	-21.4%	-5.4%
CC/C(=N\NC(=O)c1ccccc1Cl)c1c(O)n(C2CCCCC2)c(=O)[nH]c1=O	7.94µM*	2.4%	-10.0%	.	-19.0	2.1%	12.6µM*	4.2	3.0%	-5.0%	-1.4%
CCN1c2nc3c(C)cccn3c(=O)c2CC2(C(=O)N(C)C(=O)N(C)C2=O)C1C (configuration not stated)	42.5%	-0.2%	-0.4%	2.6	-2.0	3.0%	-7.3%	-4.1	-2.4%	-1.0%	-1.9%
Cc1c(Br)c([N+](=O)[O-])nn1CC(=O)Nc1ccccn1	-7.4%	-0.9%	2.2%	-0.4	-11.9	-0.2%	4.8%	27.2	19µM*	-2.4%	2.2%
C=CCn1c(O)c(C(=O)CCCCCC)c(=O)[nH]c1=O	-0.2%	-6.1%	5.6%	4.3	-4.5	-4.2%	-11.8%	3.1	0.3%	-2.8%	1.5%
CCOC(=O)C(O)(c1ccc(N(CC)C(=O)OC)cc1)C(F)(F)F (configuration not stated)	-2.5%	.	-0.9%	1.2	-2.1	-1.0%	6.4%	33.8	7.0%	-1.7%	1.8%
O=C(Cn1c(=O)n(CC2CS2)c2ccccc21)N1CCCCCC1 (configuration not stated)	35.8%	2.7%	-1.0%	-0.7	13.6	-1.8%	-10.7%	-9.2	0.9%	-6.1%	0.1%
CC(C)CN(C(=O)CN1CC=C(c2ccccc2)CC1)c1c(N)n(CC(C)C)c(=O)[nH]c1=O	-4.2%	-0.2%	0.1%	-5.0	-7.3	0.5%	8.0%	-2.5	-3.2%	-2.4%	2.2%
O=c1[nH]c(O)c(C=Nc2ccc(Cl)c(C(F)(F)F)c2)c(=O)[nH]1	-37.9%[1.91 µM]	0.0%	-0.9%	1.7	-8.9	0.1%	-17.7%	-1.7	-21.3%	-4.5%	-4.8%
Cc1ccc(C)c(-n2c(C)nc3ccccc3c2=O)c1	24.4%	-28.8%	2.0%	-0.6	4.6	-1.2%	-8.7%	-14.9	1.0%	-2.5%	3.9%
COc1ccc(/C=C/C(=O)c2c(O)n(CCC3=CCCCC3)c(=O)[nH]c2=O)cc1	26.1%	7.4%	6.8%	-0.3	-20.5	-12.1%	2.9%	9.4	3.7%	3.9%	2.3%
Cc1ccc(-n2c(O)c(C=NCCCn3ccnc3)c(=O)[nH]c2=O)cc1	-25.1%	2.1%	3.4%	0.1	17.9	2.2%	10.1%	-0.9	1.3%	2.4%	0.4%
CC(C)(C)c1cc(C=C(C#N)C#N)cc(C(C)(C)C)c1O	.	?	3.4%	.	-5.5	-42.6%[inhibitor][46.1 µM]	.	-6.7	1.9%	-31.6%[inhibitor][46.1 µM]	-23.0%
Cc1ccc(C2=NCC(=O)N(CC(=O)N3CCCCC3)c3sc(C)c(C)c32)cc1	18.9%	8.3%	0.3%	1.1	-15.3	7.9%	-0.8%	-5.3	0.7%	6.2%	-1.5%
CNc1cc(N2CCN(C)CC2)ccc1[N+](=O)[O-]	-37.0%	2.1%	5.0%	-1.9	1.6	-0.6%	-0.9%	3.1	-1.0%	-1.2%	8.3%
COc1ccccc1N1CCN(/N=C(\C)c2ccc(O)cc2)CC1	40.0%	?	-18.0%	3.9	-15.9	16.8%	12.0%	-5.5	1.5%	16.4%	4.2%
COC(=O)C1=C(c2ccc(Cl)c(C(F)(F)F)c2)C[C@@H]2CC[C@H]1N2C(=O)NC1CC1	.	-6.7%	-0.4%	.	0.7	-4.8%	.	0.1	-2.1%	-1.9%	-4.5%
O=C(O)CCn1cc(C=C2C(=O)NC(=S)NC2=O)c(-c2cc3ccccc3oc2=O)n1	9.1%	0.8%	16.9µM*	3.9	-12.0	11.5%	-6.8%	-23.5	-3.8%	1.5%	0.3%
Cc1cc(C=C(C#N)C#N)ccc1N1CCCC1	?	-2.9%	?	-0.7	-3.8	0.2%	-15.6%	14.0	0.1%	-1.3%	8.5%
CCc1cccc(C)c1NC(=S)N1CC2CC(C1)c1cccc(=O)n1C2 (configuration not stated)	29.2%	8.9%	1.9%	4.1	5.0	-2.5%	-0.1%	-0.7	1.5%	1.6%	-0.5%
CCCc1nc2ccc(Br)cc2c(=O)n1-c1ccc([N+](=O)[O-])c(C(F)(F)F)c1	?	-10.8%	11.5%	1.1	26.8	-5.6%	?	3.8	4.0%	-4.9%	-12.2%
CCC(=O)CC(c1ccccc1)c1c(O)c2ccccc2sc1=O (configuration not stated)	-2.2%	0.2%	1.1%	10.3	12.1	-7.3%	-0.8%	4.0	-15.0%	-3.6%	1.1%

# A portion of the library (hit frequency here may not be typical).
